Compound activity (PubChem)
C1s block: blocks human complement C1s protease activity; AID 538; purified C1s, fluorogenic AMC substrate, pooled mixtures; 62,000 tested, 0.16% active; mean inhibition % of two 10-compound mixtures (hits give high values), % at 5 µM (by protocol);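 active means inhibition above 20% in each of the two 10-compound mixture wells holding the compound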;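 further: 0% = enzyme wells lacking compound mixture and 100% = no-enzyme blank wells; some compounds called inactive have numbers as strong as hits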
CatG inh: inhibitors of human cathepsin G | P08311 | purified enzyme, AMC-tetrapeptide fluorescence, pooled mixtures | inhibition, % at 5 µM (by protocol) | 62,000 tested, 0.2% active;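 active means inhibition above 20% in each of the two mixture wells holding the compound; inactive means inhibition of 20% or less in either well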;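 further: 0% = enzyme control without mixture and 100% = blank lacking enzyme; strong numbers were not always called active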
CatB inh: inhibitors of human cathepsin B. P07858. 63,000 tested, 0.1% active. purified cathepsin B, fluorogenic substrate, fluorescence. inhibition, %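 (tested at 10 µM)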; in the data active means inhibition above about 21%;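 further: 0% = enzyme with no compound and 100% = no enzyme blank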
CatL inh: inhibitors of human cathepsin L; purified cathepsin L, fluorogenic substrate, fluorescence; inhibition, %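 (tested at 10 µM)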; 58,000 tested, 0.17% active; AID 460; in the data active means inhibition above about 45%;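 further: 0% = enzyme with no compound and 100% = no enzyme blank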
CatB mixtures: inhibitors of human cathepsin B in compound mixtures | P07858 | Purified cathepsin B, AMC dipeptide fluorescence | inhibition, %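 (ten-compound pools at 5 µM per compound and 50 µM total)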 | 62,000 tested, 0.06% active | AID 488; in the data active means inhibition above about 22%, passing the limit was not always enough;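 further: 0% = enzyme without compound and 100% = no enzyme blank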
PKA kinase inh: blocks human protein kinase A activity | P17612 | 65,000 tested, 0.1% active | inhibition, % at 6 µM | PKA Kemptide phosphorylation, Kinase-Glo ATP luminescence;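 active means inhibition above the screen-wide mean inhibition plus 3 SD, cut at about 21% in these data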; further: many of its hits are not listed in these tables
CatS inh: human cathepsin S inhibition; recombinant cathepsin S, AMC dipeptide fluorescence, pooled mixtures; inhibition, %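 (tested at 5 µM per compound within 10-compound mixtures)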; 62,000 tested, 0.06% active; AID 501; in the data active means inhibition above about 32%, passing the limit was not always enough;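 further: 0% = enzyme without compound and 100% = blank without enzyme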
ROCK2 blocker: ROCK2 (human) kinase inhibition | purified ROCK2, Kinase-Glo ATP depletion luminescence | inhibition, % at 6 µM | 60,000 tested, 0.35% active | AID 604;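 active means inhibition above the screen-wide mean inhibition plus 3 SD, cut at about 18% in these data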;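 further: plate controls were DMSO wells for no effect and Y-27632 control wells after no-enzyme background subtraction for full effect; many of its hits are not listed in these tables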
Her2 expr inh: Her2 kinase expression inhibition | HER2 level % of control, % at 10 µM | AID 645 | SKBR-3 HER2 protein level, AlphaScreen, 18-24 h; hits give low values | P04626 | 65,000 tested, 0.69% active;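 active means HER2 level under 5% of the carrier-only control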;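 further: 100% = DMSO carrier and 0% = 500 nM PU-H71 HSP90 inhibitor; lower value means stronger loss of Her2 protein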
Target sequence (P04626 whole entry, looked up): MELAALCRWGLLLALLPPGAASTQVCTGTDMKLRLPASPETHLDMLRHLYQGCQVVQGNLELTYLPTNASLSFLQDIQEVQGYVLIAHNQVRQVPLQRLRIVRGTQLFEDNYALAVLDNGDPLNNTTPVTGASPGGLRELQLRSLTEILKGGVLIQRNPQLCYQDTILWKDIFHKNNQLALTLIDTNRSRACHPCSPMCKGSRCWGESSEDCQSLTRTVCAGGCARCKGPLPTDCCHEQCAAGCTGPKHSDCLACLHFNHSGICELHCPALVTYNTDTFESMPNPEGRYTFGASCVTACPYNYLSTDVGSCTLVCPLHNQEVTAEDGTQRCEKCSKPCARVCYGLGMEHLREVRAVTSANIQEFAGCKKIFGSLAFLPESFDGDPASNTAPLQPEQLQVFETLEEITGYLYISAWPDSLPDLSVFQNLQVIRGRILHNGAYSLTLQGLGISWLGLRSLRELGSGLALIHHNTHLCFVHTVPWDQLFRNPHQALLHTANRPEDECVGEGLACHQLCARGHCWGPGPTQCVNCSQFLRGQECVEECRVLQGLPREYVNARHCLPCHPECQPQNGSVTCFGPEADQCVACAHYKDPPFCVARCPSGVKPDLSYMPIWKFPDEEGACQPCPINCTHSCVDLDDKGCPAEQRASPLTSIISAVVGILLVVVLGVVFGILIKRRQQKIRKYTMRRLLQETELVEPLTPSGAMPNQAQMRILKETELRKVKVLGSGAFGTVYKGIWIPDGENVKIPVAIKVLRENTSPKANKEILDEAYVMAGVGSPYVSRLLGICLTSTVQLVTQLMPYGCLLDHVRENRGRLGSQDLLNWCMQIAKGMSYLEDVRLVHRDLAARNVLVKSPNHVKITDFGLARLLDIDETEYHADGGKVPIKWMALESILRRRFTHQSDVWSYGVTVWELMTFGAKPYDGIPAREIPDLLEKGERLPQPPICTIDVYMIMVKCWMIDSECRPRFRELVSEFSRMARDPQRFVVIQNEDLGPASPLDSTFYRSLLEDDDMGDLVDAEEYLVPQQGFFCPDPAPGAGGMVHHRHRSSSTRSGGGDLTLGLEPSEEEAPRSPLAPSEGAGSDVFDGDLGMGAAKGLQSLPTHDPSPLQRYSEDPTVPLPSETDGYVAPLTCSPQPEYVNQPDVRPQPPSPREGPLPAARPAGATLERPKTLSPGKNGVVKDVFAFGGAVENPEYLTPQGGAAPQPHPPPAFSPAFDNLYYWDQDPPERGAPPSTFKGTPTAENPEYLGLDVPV
Numbers without * were called inactive; · = no result given. Some of the compounds tested, so the mix of outcomes need not match the whole.

C1s block	CatG inh	CatB inh	CatL inh	CatB mixtures	PKA kinase inh	CatS inh	ROCK2 blocker	Her2 expr inh	mol
11	7	1	-4	2	7	-21	1	127	O=C1CCCC2=C1C(c1c(Cl)nc3sccn13)C1=C(CCCC1=O)N2
-1	3	1	-2	-1	-4	11	-4	96	Cc1cc2c(s1)CCCCC(=O)N2
12	7	6	·	1	2	-4	5	76	COc1cccc(-c2nc(CS(=O)(=O)CC(=O)N3CCN(C4CCCCC4)CC3)c(C)o2)c1
-13	7	3	19	-1	-15	-1	-8	63	O=c1nc2s/c(=C\c3ccco3)c(=O)n2nc1Cc1ccc(F)cc1
-1	-1	-4	-9	-3	3	-1	·	38	CCN1C(=O)/C(=C2/Sc3ccc(OC)cc3N2C)SC1=Nc1ccc(C(C)=O)cc1
-143	-10	1	-3	-1	8	-15	4	92	O=C(c1cc2c(s1)CCCC2)N1CCN(C(=O)C2CCCO2)CC1 (stereo not given)
2	4	-1	1	3	3	-6	2	110	O=C(CCN1c2ccccc2Sc2ccccc21)OCc1nnc(-c2ccccc2)o1
0	-3	6	4	10	-4	14	-8	82	CN1CCN(Cc2nc3c(c(=O)[nH]c(=O)n3C)n2Cc2c(F)cccc2Cl)CC1
1	-3	1	2	0	9	-3	1	94	Cn1c(C(=O)NCCc2ccsc2)cc2c(=O)n(C)c3ccccc3c21
-23	-17	1	14	-11	2	-3	-6	75	CCC(C)NC(=O)c1cc(-c2ccccc2O)on1 (stereo not given)
-178	-16	-16	-241	-3	4	-20	-1	91	COCCCn1c(=NC(=O)c2ccncc2)c(C#N)cc2c(=O)n3cccc(C)c3nc21
-9	2	-2	7	7	4	3	6	127	CCCOn1nnnc1-c1ccccc1

The results go on.
C1s block	CatG inh	CatB inh	CatL inh	CatB mixtures	PKA kinase inh	CatS inh	ROCK2 blocker	Her2 expr inh	mol
-1	-4	0	1	2	12	-6	7	104	O=C(NC1CCCC1)C(c1ccc(N2CCOCC2)cc1)N(Cc1ccccc1)C(=O)c1ccco1 (stereo not given)
-60	-25	3	-3	-6	7	-47	2	93	Cc1nc2ccc(-c3ccccc3)cc2o1
-64	4	1	6	4	1	-2	3	87	CC1Cc2ccccc2N1C(=O)c1cccnc1 (stereo not given)
12	10	3	8	6	8	-1	6	40	CC(=O)c1ccccc1OCC(O)CN1CCN(C(c2ccccc2)c2ccccc2)CC1 (stereo not given)
-5	5	0	12	1	-3	14	·	60	O=C1COc2ccc(C(=O)CSc3nnc(Cc4cccs4)n3-c3ccccc3)cc2N1
8	22	0	10	11	4	19	-1	85	CC(C)Cc1nc(S(=O)(=O)c2ccc(Cl)cc2)c(N2CCOCC2)o1
-4	5	4	·	-1	14	3	6	76	Cc1ccc2c(c1)cc(C)c1nnc(SCC(=O)NCc3ccco3)n12
4	0	-5	4	6	1	3	0	90	Cc1ccc(Nc2nc(N)nc(CN3CCN(C(=O)c4ccco4)CC3)n2)cc1Cl
4	2	7	14	27	10	15	2	75	COc1ccc(NC(=O)N2CCn3c2nc2ccccc23)cc1
10	14	5	·	2	3	-1	4	58	O=C1NCCNC1(c1c[nH]c2ccccc12)C(F)(F)F (stereo not given)
5	9	-1	-6	2	4	4	2	111	CCOC(=O)c1oc2cccc(OCC(O)CNC(C)C)c2c1C (stereo not given)
·	·	-2	-4	·	-4	·	4	65	COc1ccc(C(=O)C2CCCCC2=O)cc1 (stereo not given)

(further entries)
C1s block	CatG inh	CatB inh	CatL inh	CatB mixtures	PKA kinase inh	CatS inh	ROCK2 blocker	Her2 expr inh	mol
9	6	1	-7	4	-2	10	0	67	O=c1c2c3nc4ccccc4nc3n(/N=C/c3ccco3)c2ncn1CCC1=CCCCC1
5	12	10	8	6	3	10	2	84	O=C(Nc1ccc(F)c(F)c1)NC1CCCCC1
-2	-1	1	14	1	8	9	3	65	O=C(CCCCn1c(=O)c2ccccc2n(Cc2ccc(F)cc2)c1=O)NCc1ccco1
-8	-2	-3	41	7	-6	-2	3	87	COc1ccccc1S(=O)(=O)Cc1ccc(C(=O)N2CCN(c3ccccn3)CC2)o1
1	-1	4	6	1	-6	-2	-2	76	COc1ccccc1-n1nc(C(=O)Nc2ccc3c(c2)OCO3)c2ccccc2c1=O
-22	-7	0	1	2	0	2	7	92	O=c1o[nH]c(-c2ccccc2)c1C1=NCCCCC1
14	7	4	-3	0	5	-20	4	91	O=C(CNS(=O)(=O)c1ccc(F)cc1)N1CCN(c2ccccc2)CC1
-2	-2	-3	-9	-1	-11	-1	-9	65	COC(=O)c1cc2oc(C)cc2n1CC(=O)Nc1cc(C)cc(C)c1
5	0	-3	-2	2	2	1	0	80	COC(=O)CSC1=C(C#N)C(c2cccc(F)c2)CC(=O)N1 (stereo not given)
-7	0	-2	4	-4	-4	7	·	81	COC(=O)c1cc(-c2ccc(Br)cc2)n[nH]1
1	12	2	17	2	4	2	-1	76	CS(=O)(=O)N(CC(=O)N1CCOCC1)Cc1ccccc1
-22	0	-2	22	8	0	7	1	104	CCOC(=O)N1CCC(NC(=O)C2CCN(S(=O)(=O)N3CCCC3)CC2)CC1

Carrying on.
C1s block	CatG inh	CatB inh	CatL inh	CatB mixtures	PKA kinase inh	CatS inh	ROCK2 blocker	Her2 expr inh	mol
-27	6	1	-6	-10	-1	-5	-3	79	CCS(=O)(=O)N1CCC(C(=O)NC2CCCCC2)CC1
-28	-1	-6	-21	2	3	-3	6	102	CCc1nnc(NC(=O)c2c(O)c3c([nH]c2=O)CCCC3)s1
9	11	2	11	2	5	9	4	111	Cc1sc2nc3n(c(=O)c2c1C)CCCS3
-16	6	-3	·	4	2	-3	4	98	CCOC(=O)C(CC)Sc1nc2c(cnn2-c2ccccc2)c(=O)[nH]1 (stereo not given)
-18	-3	6	3	2	6	30	4	93	O=C1CCCc2nc(N3CCCCC3)sc21
0	8	5	17	2	9	6	11	76	Cc1ccc(S(=O)(=O)n2nc(-c3cccnc3)nc2N)cc1
·	·	5	6	·	1	·	-4	97	CCOC(=O)CSc1nnc2n(Cc3ccccc3)c(=O)c3c4c(sc3n12)CCC4
8	3	-2	·	5	4	0	2	102	CC(C)CC1N=C2c3ccccc3N=C(SCc3cc(=O)n4ccccc4n3)N2C1=O (stereo not given)
9	9	1	4	6	8	8	·	69	O=C(Nc1ccc2c(c1)OCO2)C1CCN(Cc2cnn(-c3ccccc3)c2-n2cccc2)CC1
-2	-3	0	12	-5	5	0	2	96	N#CCCN1CCN(S(=O)(=O)c2ccc(S(=O)(=O)NC3CC3)cc2)CC1
15	9	0	6	6	-1	3	-4	109	CCn1c(Cc2ccccc2)nnc1SCC(=O)NC(C)(C)C
-33	-4	9	4	0	4	-2	·	82	CCOC(=O)C1=C(C)NC(=O)NC1c1ccco1 (stereo not given)

(listing goes on)
C1s block	CatG inh	CatB inh	CatL inh	CatB mixtures	PKA kinase inh	CatS inh	ROCK2 blocker	Her2 expr inh	mol
-10	5	6	·	1	11	0	·	111	CCCCNC(=O)CC(NS(=O)(=O)c1ccc(C)cc1)c1ccco1 (stereo not given)
-11	7	5	16	0	8	3	5	113	CCC1SC2=NCN(c3ccccc3)CN2C1=O (stereo not given)
5	11	5	16	3	6	13	5	70	O=C(NC1=NCCS1)c1ccc(Cl)s1
-23	-6	4	17	0	14	4	6	107	Cc1c(C(=O)COC(C)(C)C)[nH]c2ccccc12
-1	2	0	-7	1	2	-7	·	110	O=C(Nc1ccc2nccnc2c1)c1cnccn1
-27	1	1	13	8	-6	1	1	86	COc1ccc(NC(=O)CN(c2cc(C)cc(C)c2)S(=O)(=O)c2c(C)noc2C)cc1OC
-5	-3	6	-6	4	3	21	7	112	CSc1ccc(/C=N/n2nnnc2N)cc1
13	7	6	18	0	13	1	11	117	CC(=O)Nc1cc(C(=O)O)ccc1S(=O)(=O)c1ccc(Cl)cc1
-8	5	5	6	0	7	-2	6	76	Cn1ncc2c1ncn1nc(COc3ccc4ccccc4c3)nc21
12	9	2	-6	5	1	-4	-1	84	CC(=O)N1CCN(Cc2nc3cc(NS(C)(=O)=O)ccc3n2C)CC1
-20	1	6	11	0	10	-8	4	141	CCCNc1nc2c(c(=O)[nH]c(=O)n2C)n1CCCc1ccccc1
3	-2	7	0	3	0	2	-1	68	Cc1ccc(NC2=NC3(CCCCC3)N=C(N)N2)c(C)c1

Next section; it opens with the 4 that closed the last part.
C1s block	CatG inh	CatB inh	CatL inh	CatB mixtures	PKA kinase inh	CatS inh	ROCK2 blocker	Her2 expr inh	mol
-8	5	5	6	0	7	-2	6	76	Cn1ncc2c1ncn1nc(COc3ccc4ccccc4c3)nc21
12	9	2	-6	5	1	-4	-1	84	CC(=O)N1CCN(Cc2nc3cc(NS(C)(=O)=O)ccc3n2C)CC1
-20	1	6	11	0	10	-8	4	141	CCCNc1nc2c(c(=O)[nH]c(=O)n2C)n1CCCc1ccccc1
3	-2	7	0	3	0	2	-1	68	Cc1ccc(NC2=NC3(CCCCC3)N=C(N)N2)c(C)c1
5	13	3	-10	5	3	-1	8	100	COc1ccc2[nH]c(=O)c(CN(Cc3ccco3)C(=O)c3ccccc3)cc2c1
-6	9	0	11	6	9	8	5	109	O=[n+]1c2c(n([O-])c3c1CCCC3)CCCCC2
-7	-5	8	3	8	10	13	5	39	CCC(=O)Nc1cc(NC(=O)CSc2nnc(C(C)C)n2CC)ccc1C
-32	2	4	-5	1	0	-6	2	93	CCOc1ccc(-c2nnc(SCC(=O)N3CCOCC3)o2)cc1
·	·	-1	15	·	-1	·	-11	74	O=C(O)c1cnn2c(C(F)(F)F)cc(-c3ccco3)nc12
10	12	6	12	-1	8	4	·	175	CCOC(=O)N1CCN(C(=O)C2COc3ccccc3O2)CC1 (stereo not given)
14	11	1	8	-1	10	-4	-8	92	OC(CN1C2=NCCN2c2ccccc21)c1ccc(Br)cc1 (stereo not given)
4	7	0	13	-2	2	11	-4	119	Cc1ccc(NC(=O)COC(=O)C2CCC(=O)N2)c(S(=O)(=O)N2CCOCC2)c1 (stereo not given)
-1	2	5	5	2	11	9	5	125	O=S(=O)(c1ccc(Sc2nnc3ccccn23)nc1)N1CCOCC1
6	12	4	·	-5	6	3	5	121	Cc1cc(C)nc(-n2nc(C)cc2NC(=O)CN2CCc3ccccc3C2)n1
-6	26	1	·	1	1	21	·	86	CCOc1ccccc1OCC(=O)Nc1ccc(S(=O)(=O)Nc2nc(C)cc(C)n2)cc1
